# BioA inh = BioA (M. tuberculosis) enzyme inhibition; purified M. tuberculosis BioA enzyme, plate reader; inhibition, % at 9.99 µM; 360,000 compounds, 0.096% hits; AID 602481; in the data active = inhibition above about 40%
# An asterisk follows results filed as active. Only part of the results is shown, so the mix of outcomes need not match the whole.
SMILES,BioA inh
Cc1noc(C)c1NC(=O)Nc1cccc2c1O[C@H](CN(C)S(=O)(=O)c1cn(C)cn1)[C@@H](C)CN([C@@H](C)CO)C2=O,-2.0
C[C@@H]1CN([C@H](C)CO)C(=O)c2cc(NS(=O)(=O)c3ccccc3)ccc2O[C@H]1CN(C)Cc1ccc(-c2ccccc2)cc1,-1.9
C[C@@H]1CN([C@@H](C)CO)C(=O)Cc2cc(NC(=O)C3CCCCC3)ccc2O[C@@H]1CN(C)S(=O)(=O)c1cn(C)cn1,-1.2
O=C(c1cccnc1)N1CCCCN2[C@@H](CO)[C@H](c3ccc(C#Cc4cccnc4)cc3)[C@@H]2C1,4.7
C[C@H](CO)N1C[C@H](C)[C@H](CN(C)C(=O)Nc2ccc3c(c2)OCO3)Oc2c(NS(=O)(=O)c3ccc(F)cc3)cccc2C1=O,0.3
CNC[C@H]1Oc2c(NC(=O)C3CC3)cccc2C(=O)N([C@@H](C)CO)C[C@@H]1C,-1.4
CCC(=O)N[C@H]1CC[C@H](CC(=O)NCc2ccc(OC)cc2)O[C@@H]1CO,-1.6
CCC(=O)Nc1ccc2c(c1)OC[C@@H](C)N(C(=O)c1cccnc1)C[C@H](C)[C@@H](OC)CN(C)C2=O,5.2
COC(=O)[C@H]1[C@H](CO)[C@H]2Cn3c(ccc(C4=CCCCC4)c3=O)[C@H]2N1C(=O)C1CCC1,-0.8
C[C@@H]1CN([C@H](C)CO)C(=O)c2cc(NS(=O)(=O)c3cn(C)cn3)ccc2O[C@@H](C)CCCCO[C@@H]1CN(C)Cc1ccc(C(=O)O)cc1,-1.9
C[C@H](CO)N1C[C@H](C)[C@H](CN(C)S(=O)(=O)c2ccccc2)Oc2c(NS(=O)(=O)c3ccc(Cl)cc3)cccc2C1=O,0.5
CCCN(C)C[C@@H]1Oc2cc(C#CC3CC3)ccc2S(=O)(=O)N([C@@H](C)CO)C[C@@H]1C,-4.1
CO[C@H]1CC[C@H]2CCN(C)C(=O)CCCN(C)C(=O)c3cc(C#N)ccc3OC[C@@H]1O2,0.9
COc1ccc(NC(=O)Nc2ccc3c(c2)C(=O)N([C@H](C)CO)C[C@H](C)[C@H](CN(C)S(=O)(=O)c2ccccc2)O3)cc1,4.1
C[C@@H]1CN([C@@H](C)CO)C(=O)c2cc(NS(=O)(=O)c3ccccc3)ccc2O[C@H]1CN(C)C(=O)Nc1ccc(F)cc1,-0.2

# 3 compounds picked at random from those above:
SMILES,BioA inh
C[C@@H]1CN([C@H](C)CO)C(=O)c2cc(NS(=O)(=O)c3cn(C)cn3)ccc2O[C@@H](C)CCCCO[C@@H]1CN(C)Cc1ccc(C(=O)O)cc1,-1.9
CCC(=O)Nc1ccc2c(c1)OC[C@@H](C)N(C(=O)c1cccnc1)C[C@H](C)[C@@H](OC)CN(C)C2=O,5.2
C[C@H](CO)N1C[C@H](C)[C@H](CN(C)S(=O)(=O)c2ccccc2)Oc2c(NS(=O)(=O)c3ccc(Cl)cc3)cccc2C1=O,0.5

# Further compounds.
SMILES,BioA inh
CC(C)CC#Cc1ccc2c(c1)O[C@H](CN(C)C(=O)Cc1ccncc1)[C@@H](C)CN([C@H](C)CO)S2(=O)=O,-2.3
C[C@H]1CN([C@@H](C)CO)S(=O)(=O)c2ccc(C3=CCCC3)cc2O[C@H]1CN(C)C(=O)c1cnccn1,2.1
Cc1noc(C)c1NC(=O)Nc1cccc2c1O[C@@H](CN(C)CC1CCCCC1)[C@H](C)CN([C@H](C)CO)C2=O,1.8
O=C(C[C@H]1C[C@H]2c3cc(NC(=O)Nc4ccccc4)ccc3O[C@H]2[C@H](CO)O1)NCc1cccnc1,1.7
COc1ccc([Si](C)(C)[C@H]2[C@H](CCn3cc([C@H](O)c4ccccc4)nn3)O[C@@]3(C(=O)N(Cc4cccc(N5CCC5=O)c4)c4ccccc43)[C@@H]2C)cc1,-1.0
C[C@@H]1CN([C@@H](C)CO)C(=O)c2cc(NC(=O)C3CCCCC3)ccc2O[C@@H](C)CCCCO[C@H]1CN(C)CC1CCCCC1,-3.7
C[C@@H]1CN([C@H](C)CO)C(=O)c2cc(NS(=O)(=O)c3ccccc3)ccc2O[C@@H](C)CCCCO[C@H]1CN(C)Cc1ccc(Cl)c(Cl)c1,-4.1
COc1cccc(C(=O)Nc2ccc3c(c2)C(=O)N(C)[C@H]2CC[C@@H](CC(=O)NCc4ccc(F)cc4)O[C@@H]2CO3)c1,0.5
COc1ccc(NC(=O)Nc2ccc3c(c2)C(=O)N([C@H](C)CO)C[C@H](C)[C@@H](CN(C)Cc2ccc(Oc4ccccc4)cc2)O3)cc1,-7.5
O=C(C[C@H]1CC[C@@H]2[C@H](COC[C@@H](O)CN2Cc2cccc(C(F)(F)F)c2)O1)NCc1ccc(F)cc1,1.3
COc1ccccc1C(=O)Nc1ccc2c(c1)C(=O)N(C)C[C@H](OC)[C@@H](C)CN(C)[C@@H](C)CO2,-1.9
CO[C@@H]1CN(C)C(=O)c2cc(NC(=O)c3cnccn3)ccc2OC[C@H](C)N(C)C[C@H]1C,0.2
C[C@H](CO)N1C[C@H](C)[C@H](CN(C)C(=O)c2ccncc2)OCCCC[C@H](C)Oc2ccc(NS(=O)(=O)c3cccs3)cc2C1=O,-0.6
CCCC(=O)Nc1ccc2c(c1)C(=O)N(C)C[C@@H](OC)[C@@H](C)CN(C(=O)C1CCCC1)[C@H](C)CO2,0.4
C[C@H]1CN([C@@H](C)CO)C(=O)c2cc(NC(=O)Nc3ccc(C(F)(F)F)cc3)ccc2O[C@H]1CN(C)C(=O)Nc1ccc2c(c1)OCO2,-1.9
Cc1cccc(-c2ccc([C@@H]3[C@H]4CN(C(=O)NC(C)C)CCCCN4[C@H]3CO)cc2)c1,4.7
CN(C)C(=O)[C@@H]1[C@@H](CO)[C@@H]2Cn3c(ccc(-c4ccccc4F)c3=O)[C@H]1N2C(=O)c1ccncc1,-1.3
C[C@@H]1CN([C@H](C)CO)C(=O)Cc2cc(NC(=O)Cc3cn(C)c4ccccc34)ccc2O[C@@H]1CN(C)S(=O)(=O)c1ccc(F)cc1,-0.9
C[C@@H]1CCCCO[C@@H](CN(C)S(=O)(=O)c2ccccc2)[C@H](C)CN([C@@H](C)CO)C(=O)c2cc(NS(=O)(=O)c3cccs3)ccc2O1,4.0
CNC[C@@H]1Oc2ccc(NC(=O)Nc3cccc4ccccc34)cc2C(=O)N([C@H](C)CO)C[C@@H]1C,1.5
CCS(=O)(=O)Nc1ccc2c(c1)C(=O)N(C)C[C@H](OC)[C@H](C)CN(C(=O)C1CC1)[C@H](C)CO2,-1.1
C[C@H](NC(=O)[C@@H]1[C@@H](CO)[C@@H]2Cn3c(cccc3=O)[C@H]1N2Cc1ccccc1)c1ccccc1,0.0
CN1CCN(C(=O)c2cc3c(c(-c4cccc(-c5ccccc5F)c4)n2)[C@H](CCO)N([S@@](=O)C(C)(C)C)C3)CC1,-3.1
O=C(N[C@H]1CC[C@H](CCNS(=O)(=O)c2cccc(Cl)c2)O[C@H]1CO)c1ccccc1,3.8
CC(C)c1cn(CC[C@H]2CC[C@@H](NS(=O)(=O)Cc3ccccc3)[C@@H](CO)O2)nn1,-2.2
CO[C@H]1CN(C)C(=O)c2ccc(NC(=O)c3nc4ccccc4s3)cc2OC[C@@H](C)N(Cc2ccncc2)C[C@@H]1C,1.3
CO[C@@H]1CN(C)C(=O)c2ccc(NC(C)=O)cc2OC[C@H](C)N(C(=O)c2ccccn2)C[C@@H]1C,-2.3
C[C@@H]1CN([C@H](C)CO)C(=O)c2cc(-c3ccncc3)cnc2O[C@H]1CN(C)C(=O)Cc1ccccn1,2.2
C[C@@H]1CN([C@H](C)CO)C(=O)c2cc(-c3ccc(F)cc3)cnc2O[C@H]1CN(C)C(=O)Nc1ccc(F)cc1,1.6
CNC[C@H]1Oc2ccc(N(C)C)cc2CC(=O)N([C@H](C)CO)C[C@H]1C,-1.0
Cc1ccc(S(=O)(=O)Nc2ccc3c(c2)C(=O)N([C@@H](C)CO)C[C@@H](C)[C@@H](CN(C)Cc2ccc(C(F)(F)F)cc2)OCCCC[C@@H](C)O3)cc1,0.3
COc1cccc(S(=O)(=O)N(C)C[C@H]2Oc3cc(C#CCC(C)C)ccc3S(=O)(=O)N([C@@H](C)CO)C[C@H]2C)c1,-4.6
C[C@@H]1CN([C@H](C)CO)C(=O)Cc2cc(NC(=O)Cn3cnnn3)ccc2O[C@H]1CN(C)C(=O)Nc1ccc(C(F)(F)F)cc1,1.7
C[C@@H]1CN([C@H](C)CO)S(=O)(=O)c2ccc(C#Cc3cccc(F)c3)cc2O[C@H]1CN(C)C(=O)NC1CCCCC1,-2.5
O=C(C[C@H]1C[C@H]2c3cc(NC(=O)C4CCC4)ccc3O[C@H]2[C@H](CO)O1)NCc1ccc2c(c1)OCO2,-0.6
COc1ccc(NC(=O)Nc2ccc3c(c2)CC(=O)N([C@H](C)CO)C[C@@H](C)[C@@H](CN(C)Cc2ccc(Oc4ccccc4)cc2)O3)cc1,-1.8
Cc1ccccc1CN(C)C[C@H]1OCc2cnnn2CCCC(=O)N([C@@H](C)CO)C[C@H]1C,-0.3
COc1cccc(S(=O)(=O)Nc2ccc3c(c2)[C@H]2C[C@@H](CC(=O)N[C@@H](C)c4ccccc4)O[C@H](CO)[C@H]2O3)c1,3.6
O=C(C[C@H]1CC[C@H]2[C@@H](COC[C@@H](O)CN2Cc2cccc(-c3ccncc3)c2)O1)N1CCCCC1,0.9
C[C@@H]1CN([C@@H](C)CO)C(=O)c2cc(NS(C)(=O)=O)ccc2O[C@@H]1CN(C)S(=O)(=O)c1cccs1,0.4
CC(C)NC(=O)Nc1ccc2c(c1)C(=O)N([C@@H](C)CO)C[C@@H](C)[C@H](CN(C)Cc1ccc3c(c1)OCO3)OCCCC[C@H](C)O2,-1.9
C[C@H]1CN([C@@H](C)CO)S(=O)(=O)c2ccc(C#CC3(O)CCCC3)cc2O[C@H]1CN(C)C(=O)Nc1ccccc1,1.4
CCCNC(=O)Nc1ccc2c(c1)OC[C@@H](C)N(Cc1ccncc1)C[C@@H](C)[C@@H](OC)CN(C)C2=O,-0.3
COc1ccc(NC(=O)Nc2cccc3c2O[C@@H](CN(C)C(=O)Nc2ccc(C(F)(F)F)cc2)[C@H](C)CN([C@H](C)CO)C3=O)cc1,-4.1
C[C@@H]1CN([C@@H](C)CO)C(=O)c2cccc(NS(=O)(=O)c3ccccc3)c2O[C@@H]1CN(C)Cc1ccc(Oc2ccccc2)cc1,1.5
CO[C@@H]1CN(C)C(=O)c2cc(NC(=O)C3CCC3)ccc2OC[C@H](C)N(Cc2cccnc2)C[C@@H]1C,-1.6
COc1ccc(NC(=O)N(C)C[C@H]2OCCCC[C@H](C)Oc3ccc(NS(=O)(=O)c4c(C)noc4C)cc3C(=O)N([C@@H](C)CO)C[C@@H]2C)cc1,-0.6
O=C(CN1CCOCC1)NCC[C@H]1CC[C@H](NS(=O)(=O)c2ccc(F)cc2)[C@H](CO)O1,-1.2
C[C@H](CO)N1C[C@H](C)[C@@H](CN(C)S(=O)(=O)c2ccc(Cl)cc2)Oc2ccc(NS(=O)(=O)c3cccs3)cc2C1=O,0.1
CN1[C@H](CO)[C@@H]2c3ccccc3N(C(=O)C3CCOCC3)C[C@@H]21,0.5
C[C@H](CO)N1C[C@H](C)[C@@H](CN(C)C(=O)c2ccccn2)Oc2ncc(C3=CCCCC3)cc2C1=O,-1.9
COc1cccc(NC(=O)N[C@H]2CC[C@@H](CC(=O)N3CCOCC3)O[C@H]2CO)c1,-2.5
C[C@@H]1CN([C@H](C)CO)C(=O)c2cc(NS(=O)(=O)c3cn(C)cn3)ccc2O[C@@H](C)CCCCO[C@@H]1CN(C)C(=O)CCC(F)(F)F,-2.3
O=C(Nc1ccc(F)cc1)N[C@@H]1CC[C@@H](CC(=O)N2CCCCC2)O[C@H]1CO,0.6
COc1ccc(NC(=O)Nc2ccc3c(c2)C(=O)N([C@H](C)CO)C[C@@H](C)[C@@H](CN(C)Cc2ccccc2)O3)cc1,0.6
C[C@@H]1CN([C@@H](C)CO)C(=O)Cc2cc(NS(C)(=O)=O)ccc2O[C@@H]1CN(C)C(=O)NC1CCCCC1,-3.7
CN(C)C(=O)C[C@@H]1C=C[C@@H](NC(=O)c2ccc(F)cc2)[C@H](CO)O1,3.6
C[C@@H]1CN([C@@H](C)CO)S(=O)(=O)c2ccc(-c3ccccc3)cc2O[C@@H]1CN(C)C(=O)C1CCCCC1,1.3
COc1ccc(NC(=O)Nc2ccc3c(c2)CC(=O)N([C@@H](C)CO)C[C@@H](C)[C@H](CN(C)Cc2ccc(C(=O)O)cc2)O3)cc1,5.7
COc1ccc(S(=O)(=O)Nc2ccc3c(c2)CC(=O)N([C@H](C)CO)C[C@H](C)[C@H](CN(C)C(=O)NC(C)C)O3)cc1,-1.9

# The results go on:
SMILES,BioA inh
CN1c2ccc(-c3ccccc3)cc2[C@H]2[C@H](CCN2C(=O)Nc2ccccc2F)[C@H]1CO,-0.8
CCCNC(=O)N(C)C[C@@H]1Oc2cc(C3=CCCCC3)ccc2S(=O)(=O)N([C@@H](C)CO)C[C@@H]1C,-2.3
C[C@H](O)C#Cc1cnc2c(c1)C(=O)N([C@@H](C)CO)C[C@@H](C)[C@@H](CN(C)C(=O)Cc1ccncc1)O2,-2.8
CC(C)NC(=O)N(C)C[C@H]1Oc2c(NC(=O)C3CCOCC3)cccc2C(=O)N([C@@H](C)CO)C[C@H]1C,-0.8

# By substructure, those above containing a thiophene ring, fused or not (4)
SMILES,BioA inh
C[C@H](CO)N1C[C@H](C)[C@H](CN(C)C(=O)c2ccncc2)OCCCC[C@H](C)Oc2ccc(NS(=O)(=O)c3cccs3)cc2C1=O,-0.6
C[C@@H]1CCCCO[C@@H](CN(C)S(=O)(=O)c2ccccc2)[C@H](C)CN([C@@H](C)CO)C(=O)c2cc(NS(=O)(=O)c3cccs3)ccc2O1,4.0
C[C@@H]1CN([C@@H](C)CO)C(=O)c2cc(NS(C)(=O)=O)ccc2O[C@@H]1CN(C)S(=O)(=O)c1cccs1,0.4
C[C@H](CO)N1C[C@H](C)[C@@H](CN(C)S(=O)(=O)c2ccc(Cl)cc2)Oc2ccc(NS(=O)(=O)c3cccs3)cc2C1=O,0.1

# Bioassay records: PubChem BioAssay, Broad Institute
